CSN deneddyl inh: blocks human CSN-mediated cullin deneddylation; Q92905; Purified CSN, SCF-Nedd8-OG deneddylation, fluorescence polarization; inhibition, % at 12.5 µM; 0.38% of 360,000 active;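 active = pattern-corrected inhibition above about 35%, with an unprinted fluorescence ratio check between 0.5 and 1.5, limit read from the data, passing the limit was not always enough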;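 also: 0% = enzyme with substrate and 100% = substrate without enzyme; some results filed as inactive read as strong as hits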
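Schedule: reaction 90 min, room temperature / Assay system: HEK293T-derived human Csn5 enzyme / Input: Csn5 at 0.24 nM final / Measure: inhibition of Csn5 cleavage, % / Control set: substrate-only high control, full reaction low control / Technique: fluorescence polarization of the substrate / Buffer or medium: Tris/NaCl/DTT buffer, pH 7.5 / Reagent: SCFSkp2-Nedd8OG substrate at 10 nM final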
Rpn11 block: blocks the human proteasome subunit Rpn11. calls only at 20 µM. O00487. human 26S proteasome, Ub4-pepOG fluorescence polarization; 20S core pre-blocked with epoxomicin. 0.59% of 360,000 active. AID 588493;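 active = inhibition at 20 µM, scaled to each plate's controls, above about 33%, limit read from the data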
LMPTP block: LMPTP (human) inhibition | P24666 | recombinant LMPTP-A, OMFP fluorogenic substrate, fluorescence intensity | inhibition, % at 20 µM | 0.22% of 360,000 active;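 active = compounds that cut the enzyme signal by at least half of the control window in the single-dose screen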;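 also: plate controls were DMSO wells with enzyme plus substrate for no effect and substrate without enzyme for full effect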
Target sequence (P24666 whole entry, looked up): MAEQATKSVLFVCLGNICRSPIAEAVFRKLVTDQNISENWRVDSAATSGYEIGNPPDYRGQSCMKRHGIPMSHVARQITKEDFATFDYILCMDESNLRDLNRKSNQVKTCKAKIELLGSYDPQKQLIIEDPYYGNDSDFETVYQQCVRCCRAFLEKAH
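Test system: LMPTP-A phosphatase enzyme; input: 0.625 nM LMPTP-A final; reagent: OMFP substrate, 400 µM final; compound dosing: 20 µM single dose, 3% DMSO; incubation: 50 min dark incubation at room temperature; measured by: endpoint fluorescence intensity from OMFP dephosphorylation; measure: % inhibition relative to no-enzyme and uninhibited control wells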
Scp1 inh: blocks human Scp-1 phosphatase activity; Recombinant Scp1, phosphopeptide, malachite green phosphate absorbance; inhibition, % at 20 µM; 0.88% of 340,000 active; AID 493091; Q9GZU7;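 active = inhibition above about 50% at 20 µM, limit read from the data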;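 also: plate controls were DMSO wells with enzyme for no effect and wells lacking enzyme for full effect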
Target sequence (Q9GZU7 76-261 limits assumed): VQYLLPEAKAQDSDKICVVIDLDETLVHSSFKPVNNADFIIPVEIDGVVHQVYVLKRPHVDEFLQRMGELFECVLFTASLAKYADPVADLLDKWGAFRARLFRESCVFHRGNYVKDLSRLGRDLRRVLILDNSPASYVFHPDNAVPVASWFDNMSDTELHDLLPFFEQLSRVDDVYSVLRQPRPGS
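Times: enzyme reaction 45 min at room temperature, colour 5 min, stabilisation 30 min. Material: SCP-1 catalytic fragment, aa 76-261. Medium: Acidic Tris acetate buffer with magnesium and detergent. Signal: colorimetric free-phosphate detection, absorbance 630 nm. Read-out basis: % inhibition of SCP-1 phosphate liberation. Reagent: Phosphorylated 17-residue peptide substrate.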
MLLE-PAM2 inh: blocks PAM2 peptide binding to the PABP1 MLLE domain. P11940. GST-MLLE / FITC-PAM2 fluorescence polarization. inhibition, % at 20 µM. 0.36% of 360,000 active; in the data active = inhibition above about 35%, passing the limit was not always enough;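 also: plate controls were DMSO wells with GST-MLLE for no effect and wells lacking GST-MLLE protein for full effect; some results filed as inactive read as strong as hits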
Target sequence (P11940 whole entry, looked up, the tested form may be a part): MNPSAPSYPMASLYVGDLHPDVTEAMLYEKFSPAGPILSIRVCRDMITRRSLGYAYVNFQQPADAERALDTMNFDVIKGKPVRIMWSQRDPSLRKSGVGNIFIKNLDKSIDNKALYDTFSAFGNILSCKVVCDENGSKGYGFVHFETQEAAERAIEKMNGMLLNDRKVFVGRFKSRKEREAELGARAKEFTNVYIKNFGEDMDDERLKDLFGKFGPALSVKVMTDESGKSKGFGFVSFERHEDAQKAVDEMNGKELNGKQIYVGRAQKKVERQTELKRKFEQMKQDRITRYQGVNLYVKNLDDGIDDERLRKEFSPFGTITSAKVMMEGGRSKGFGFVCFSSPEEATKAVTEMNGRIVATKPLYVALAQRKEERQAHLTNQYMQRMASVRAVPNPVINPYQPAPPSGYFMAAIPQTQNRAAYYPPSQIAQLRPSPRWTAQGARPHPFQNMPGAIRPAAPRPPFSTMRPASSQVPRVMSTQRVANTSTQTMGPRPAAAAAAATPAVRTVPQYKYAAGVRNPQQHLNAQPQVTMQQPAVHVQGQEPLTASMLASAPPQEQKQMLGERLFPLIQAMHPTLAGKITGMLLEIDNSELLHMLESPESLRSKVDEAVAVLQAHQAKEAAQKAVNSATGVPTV
STEP block: inhibitors of human striatal-enriched phosphatase STEP. inhibition, % at 20 µM. AID 588621. 0.25% of 360,000 active. recombinant STEP, OMFP fluorogenic substrate, fluorescence;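 active = inhibition at 20 µM, scaled per plate between control wells, above about 37%, limit read from the data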;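 also: 0% = DMSO with enzyme and substrate and 100% = substrate only without enzyme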
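System: isolated STEP enzyme; schedule: 20 min enzyme reaction at room temperature, protected from light; medium: Bis-Tris buffer pH 6.0, 2.5 mM DTT, 0.005% Tween 20; signal: fluorescence, 480/540 nm; dosing: single compound dose of 20 µM, 1% DMSO final; also added: OMFP substrate, 25 µM final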
Tb MetRS inh: blocks T. brucei methionyl-tRNA synthetase activity | purified T. brucei MetRS, ATP depletion, Kinase-Glo luminescence | inhibition, % at 11.9 µM | 0.4% of 360,000 active | AID 624268;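 active = inhibition above a per-plate cutoff of the control wells' mean inhibition plus 3 SD, cut at about 5.5% in these data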;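 also: 0% = DMSO wells median and 100% = median of wells with control inhibitor compound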
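Material: T. brucei methionyl-tRNA synthetase, purified; reagent: substrates ATP, L-methionine and bulk Escherichia coli tRNA; dosing: 11.9 µM single point; timing: 15 min plus 2 h at 25 °C; detection: luminescence of leftover ATP; evaluation: % inhibition; control set: DMSO-only wells as low control; replicates: singlicate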
SUMO1-SIM PPI: alters human SUMO1 binding to SIM partners. P63165. SUMO1 binding to a labelled peptide, TR-FRET, 1 h. inhibition, % at 20 µM. 0.33% of 360,000 active. AID 602429; in the data active = inhibition above about 37%
NadD inh: NadD (S. aureus) enzyme inhibition; purified NadD enzyme, colorimetric absorbance read-out; AID 602399; 0.78% of 360,000 active; inhibition, % at 20 µM; in the data active = inhibition above about 26%; also: some compounds past the cut are filed as inactive
DNMT1 inh: DNMT1 (human) enzyme inhibition; inhibition (reported as % activation of signal), % at 10 µM; 0.83% of 360,000 active; DNMT1 molecular beacon, Hinp1I cleavage, fluorescence; in the data active = inhibition above about 50%
Active calls of the source: *; i = inactive; . = not tested or not shown. Random draw from the library (roughly 3.6% active in at least one column).

CSN deneddyl inh,Rpn11 block,Molecule,LMPTP block,Scp1 inh,MLLE-PAM2 inh,STEP block,Tb MetRS inh,SUMO1-SIM PPI,NadD inh,DNMT1 inh
1,i,CC(=O)c1c(C)[nH]c(C(=O)OCc2c(F)cccc2Cl)c1C,0.1,-1,-23,0,-2.0,0,-8,13
1,i,Cc1ccc(S(=O)(=O)NC(CC(C)C)C(=O)N2CCOCCOCCOCC2)cc1 (stereo not drawn),-1.5,5,-10,-1,-0.8,8,-4,-1
-4,i,CCN(CC)S(=O)(=O)c1ccc(NC(=O)c2cccs2)cc1,-0.1,-4,1,0,-0.9,10,-13,-9
-5,i,CCOc1ccc(S(=O)(=O)N2CCN(C(=O)C3CC3C)CC2)cc1 (stereo not drawn),0.2,-1,-1,0,-0.2,1,6,1
3,i,O=C(Nc1ccc(F)cc1)N1CCOCC1,-0.8,-2,-31,0,-0.3,2,1,-1
9,i,COc1ccc(OC)c(-n2c(-c3ccc(O)cc3O)n[nH]c2=S)c1,0.1,1,2,4,0.1,6,8,1
-4,i,Cc1occc1-c1nnc(SCC(=O)N2CCCc3ccccc32)n1Cc1ccco1,-0.1,-3,-10,-2,0.2,1,-2,2
-5,i,CCOc1ccccc1C(=O)NCC(=O)Nc1ccc2c(c1)OCO2,0.6,0,2,-2,-0.1,18,3,1
0,i,O=C(CNC(=O)c1cccc([N+](=O)[O-])c1)NC1CCCc2ccccc21 (stereo not drawn),-0.2,-8,9,2,0.7,-19,0,3
-3,i,COc1ccccc1N1CCN(C(=O)c2ccccc2Oc2ccccc2)CC1,2.5,-18,12,-1,-0.1,1,2,-1
-5,i,O=C(c1ccccc1)N1CCN(C2CCCCC2)CC1,-0.9,-6,7,2,-0.3,-2,2,-1
5,i,CCn1c(SCC(=O)Nc2cc(C)on2)nnc1-c1cccc(C)c1,-1.4,-10,3,-1,-0.2,4,0,1
-4,i,Nc1ncc(-c2ccc(-c3ccccc3)cc2F)cc1-c1ccccc1F,3.1,.,-11,-3,-0.3,6,4,-7
3,i,Oc1ccc(C=Nc2ccccc2-c2nc3ccccc3[nH]2)cc1,1.8,-4,-6,0,-0.6,6,-6,-6
3,i,CN(C)c1ccc(CN(C(=O)/C=C/c2ccco2)C2CCS(=O)(=O)C2)cc1 (stereo not drawn),1.2,-4,0,1,-0.9,-6,-3,-3
2,i,Cc1ccc(NC(=O)c2cncc(Br)c2)c(O)c1,-0.3,-4,6,1,0.6,-1,-2,0
0,i,O=C1c2ccc(-c3ccc4c(c3)C(=O)N(CCCO)C4=O)cc2C(=O)N1CCCO,-0.9,-8,-2,1,4.8,-25,-6,2
4,i,Cc1noc(C)c1COC(=O)CCCc1c[nH]c2ccccc12,2.0,-6,-30,7,-0.7,8,6,-9
-3,i,OC(c1ccccc1)(c1nc(-c2ccc(Cl)cc2)cs1)C(F)(F)F (stereo not drawn),2.1,.,-16,-1,-0.5,0,-7,-18
3,i,Cc1cc(C)nc(N2CCC(C(=O)NCCc3ccccc3)CC2)n1,-0.4,-7,-6,-2,-0.1,0,-2,2

Reformatted: 3 of the compounds above
canonical_smiles | CSN deneddyl inh | Rpn11 block | LMPTP block | Scp1 inh | MLLE-PAM2 inh | STEP block | Tb MetRS inh | SUMO1-SIM PPI | NadD inh | DNMT1 inh
OC(c1ccccc1)(c1nc(-c2ccc(Cl)cc2)cs1)C(F)(F)F (stereo not drawn) | -3 | i | 2.1 | . | -16 | -1 | -0.5 | 0 | -7 | -18
Cc1ccc(NC(=O)c2cncc(Br)c2)c(O)c1 | 2 | i | -0.3 | -4 | 6 | 1 | 0.6 | -1 | -2 | 0
CCOc1ccccc1C(=O)NCC(=O)Nc1ccc2c(c1)OCO2 | -5 | i | 0.6 | 0 | 2 | -2 | -0.1 | 18 | 3 | 1

(cont.)
CSN deneddyl inh,Rpn11 block,Molecule,LMPTP block,Scp1 inh,MLLE-PAM2 inh,STEP block,Tb MetRS inh,SUMO1-SIM PPI,NadD inh,DNMT1 inh
-1,i,Cc1cc(C)c2nc(SCC#N)cc(C)c2c1,3.1,-10,-6,1,0.1,-3,0,-5
-9,i,Cc1ccc(C)c2[nH]c(=O)c(CCNC(=O)CC(C)(C)C)cc12,-1.5,-3,8,-3,-0.2,4,0,0
2,i,CCCS(=O)(=O)Nc1c(C(=O)O)[nH]c2ccc(OC)cc12,-1.4,-4,7,3,0.8,-7,-4,-3
15,i,O=C1COc2ccc(C(=O)COC(=O)c3ccccc3[N+](=O)[O-])cc2N1,17,-9,-7,2,-0.2,-21,-2,-5
10,i,Cc1ccc(S(=O)(=O)NCc2ccccc2)cc1C(=O)N(C)CC(=O)Nc1c(Cl)cccc1Cl,-0.5,-4,-6,0,-0.4,2,0,2
0,i,CC(C)c1ccc(NS(=O)(=O)c2ccc3[nH]cc(C(=O)N4CCC(C(N)=O)CC4)c(=O)c3c2)cc1,1.0,25,-7,9,-0.3,4,-2,23
-5,i,Cc1cccc(NC(=O)Nc2c(C)n(C)n(-c3ccccc3)c2=O)c1,-1.3,-16,-5,0,-0.3,1,-2,-2
2,i,O=C(O)CCc1[nH]c2ccccc2c1Sc1ccccc1,-0.2,-19,-2,0,-0.3,-2,-9,-4
-1,i,CC(Cl)C(=O)c1c(N)n(C)c(=O)n(C)c1=O (stereo not drawn),-0.8,1,10,-2,-1.5,-1,0,1
-3,.,Cc1ccccc1CN1C(=O)c2ccccc2C1c1nnnn1-c1ccc2c(c1)OCCO2 (stereo not drawn),1.0,.,.,.,-0.3,2,-4,.
-3,i,CC(=O)NC1(C(=O)O)CCCC1,3.9,-2,3,-2,-0.7,3,-8,2
-1,i,COc1cccc(C2=NOC(C(=O)Nc3c(C)n(C)n(-c4ccccc4)c3=O)C2)c1 (stereo not drawn),0.0,-14,0,0,-0.2,2,-2,1
-7,i,CCCc1nc2ccccc2c(NC(=O)CN(CC)CC)c1CC,-0.8,-2,3,0,-0.6,4,5,2
3,i,CCc1ccc(OC(=O)c2cncc(Br)c2)cc1,0.9,-9,-1,2,-0.5,-5,-1,4
5,i,CC(C)N1C(=O)S/C(=C/c2ccc(Sc3nc4ccccc4[nH]3)o2)C1=O,3.7,-8,-39,-1,0.1,-13,13,-10
0,i,CN(C(=O)c1cccc(NC(=O)Cc2cccc([N+](=O)[O-])c2)c1)C1CC1,-0.1,0,5,0,0.0,-21,-5,3
2,i,O=C(c1cccn(Cc2ccc(C(F)(F)F)cc2)c1=O)N1CCOCC1,-0.1,-1,7,2,0.5,-1,-1,6
-1,i,COc1ccc2[nH]c(=O)c(CN(C)C(=O)C3CCCCC3)cc2c1,-1.3,-12,30,-2,-0.3,-3,-1,-1
2,i,O=C(c1ccc(F)cc1)N1CCN(c2cc(=O)[nH]nc2-c2ccccc2)CC1,-0.8,-5,2,2,-1.2,4,-2,6
2,i,CC(=O)c1cc(CN2CCN(CC=C(C)C)C(CCO)C2)cs1 (stereo not drawn),-0.8,-9,12,8,-0.1,-1,-3,0

Carrying on:
CSN deneddyl inh,Rpn11 block,Molecule,LMPTP block,Scp1 inh,MLLE-PAM2 inh,STEP block,Tb MetRS inh,SUMO1-SIM PPI,NadD inh,DNMT1 inh
-2,i,O=C(Oc1nsnc1N1CCOCC1)N1CCOCC1,-0.3,-7,14,2,-0.3,0,7,0
2,i,Cc1ccsc1CN1CCN(c2ccccn2)CC1,-1.2,-2,-2,0,-0.6,-5,-1,-1
-2,i,Cc1cc(-c2ccncc2)n2ncc(-c3ccccc3)c2n1,-1.8,.,3,6,0.5,-21,-5,1
-1,i,Cc1c(F)cccc1NC(=O)CSCC(=O)Nc1ccccc1,-0.8,-14,-8,1,-0.1,2,-4,2
0,i,O=C(CN1CCN(C(=O)c2ccccc2)CC1)Nc1cc(S(=O)(=O)N2CCCC2)ccc1Cl,-2.2,-1,2,-1,-0.2,1,3,3
-4,i,Cc1ccc(N(C(=O)c2ccc(S(=O)(=O)N3CCOCC3)cc2)C2C=CS(=O)(=O)C2)cc1 (stereo not drawn),-2.0,5,10,-1,-0.5,0,-2,5
-11,i,COC(=O)c1ccc(CN(c2ccccc2Cl)S(C)(=O)=O)cc1,1.5,-7,-13,0,-0.3,-3,-5,1
-2,i,CCc1ccc(-c2cc(C)no2)cc1S(=O)(=O)N1CCCN(Cc2ccc(F)cc2)C1,4.1,-5,-7,-1,-0.1,0,3,-4
5,i,COc1ccc2sc(-c3ccc(S(C)(=O)=O)cc3)c(-c3ccc(C(N)=O)cc3)c2c1,-1.5,-8,-18,-1,-0.3,-22,6,87*
-6,i,OCCC1CN(Cc2ccccn2)CCN1C1CCCC1 (stereo not drawn),-0.2,-8,-10,0,-0.6,-2,6,3

Some values from the results shown:
DNMT1 inh result of Cc1ccsc1CN1CCN(c2ccccn2)CC1 : -1
Scp1 inh result of OCCC1CN(Cc2ccccn2)CCN1C1CCCC1 (stereo not drawn) : -8
SUMO1-SIM PPI result of Cc1cc(-c2ccncc2)n2ncc(-c3ccccc3)c2n1 : -21

Bioassay records deposited in PubChem BioAssay by several laboratories.
